# STAT3 inh – IL-6 driven STAT3 reporter inhibitors, primary screen, U3A cells, luciferase, luminescence, MLSCN library | IL-6 STAT3-luciferase reporter; host cell line lacks STAT1 | inhibition, % at 5.5 µM | 190,000 compounds, 0.89% hits | AID 862, 2007;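 active = inhibition above the mean inhibition across all screened compounds plus 3 SD, cut at about 44% in these data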;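 also: 0% = DMSO only wells and 100% = 100 µM nifuroxazide control wells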
# TR-FRET SRC-2 ct – TR-FRET signal artefacts, primary screen, artefact control for PPARgamma SRC-2 agonist project, biochemical; TR-FRET ratio at 8 µM; TR-FRET artefact counter-screen; hits give high values; 200,000 compounds, 0.4% hits; AID 1049, 2008; in the data active = TR-FRET ratio above about 2000; also: inactives centre near 1500
# S1P3 antagonist – S1P3 receptor antagonists, primary screen, cell-based | 170,000 compounds, 0.27% hits | CHO S1P3 NFAT-BLA reporter, FRET fluorescence, antagonist mode | Sphingosine 1-phosphate receptor 3 (Homo sapiens), Q99500 | inhibition, % at 4.98 µM;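 active = inhibition above the plate cutoff, the mean inhibition of test wells on that plate plus 3 SD, cut at about 28% in these data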;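 also: cells challenged with S1P at its EC80 of 0.8 µM; blue over green emission ratio from cleaved BLA substrate after 4 h stimulation; 0% = S1P-stimulated wells and 100% = unstimulated DMSO-only wells; some compounds past the cut are filed as inactive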
# Target sequence (Q99500 whole entry, looked up): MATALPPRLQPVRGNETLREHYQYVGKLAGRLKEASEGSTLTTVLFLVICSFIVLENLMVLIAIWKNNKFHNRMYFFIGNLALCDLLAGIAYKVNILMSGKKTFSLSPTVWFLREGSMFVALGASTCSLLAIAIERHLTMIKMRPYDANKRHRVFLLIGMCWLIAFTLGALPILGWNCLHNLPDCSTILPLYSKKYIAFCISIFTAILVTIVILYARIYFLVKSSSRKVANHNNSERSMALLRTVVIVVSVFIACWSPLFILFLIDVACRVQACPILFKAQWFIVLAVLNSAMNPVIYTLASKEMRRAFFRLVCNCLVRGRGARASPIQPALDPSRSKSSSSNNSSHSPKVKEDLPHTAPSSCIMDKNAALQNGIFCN
# PPARg SRC1 recr – PPARgamma agonists recruiting SRC-1 coactivator, primary screen, biochemical. PPARgamma-SRC-1 coactivator recruitment biochemical assay. AID 631, 2007. activation, % at 8 µM. 200,000 compounds, 0.41% hits; in the data active = activation above about 19%;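 also: 0% = DMSO and 100% = reference agonist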
# RAM network inh – inhibitors of the yeast RAM network, primary screen, dse1pr::URA3 reporter, 5-FOA selection; inhibition, % at 50 µM; S. cerevisiae dse1pr::URA3 reporter, 5-FOA growth OD615, 2 d; analog-sensitive cbk1-as2 kinase mutant strain; 190,000 compounds, 1.8% hits;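 active = inhibition above a set limit, 3 SD over mean compound inhibition, cut at about 8.4% in these data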;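 also: 0% = DMSO-only wells with no growth and 100% = 10 µM 1-NA-PP1 full growth; inhibition rescues growth on 5-FOA so higher OD means more RAM inhibition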
# ROMK mod – ROMK potassium channel modulators, primary screen, cell-based, thallium flux, MLSMR library. Tet-inducible ROMK, thallium flux fluorescence; actives lie on both sides. B-score at 10 µM. 130,000 compounds, 2% hits;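 active = signal ratio slope over the read window, or its plate-corrected B-score, at least 3 SD from the plate mean, either direction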;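 also: B-score of the F/F0 ratio slope over 7 to 12 s after thallium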
# Target sequence (P48048 whole entry, looked up): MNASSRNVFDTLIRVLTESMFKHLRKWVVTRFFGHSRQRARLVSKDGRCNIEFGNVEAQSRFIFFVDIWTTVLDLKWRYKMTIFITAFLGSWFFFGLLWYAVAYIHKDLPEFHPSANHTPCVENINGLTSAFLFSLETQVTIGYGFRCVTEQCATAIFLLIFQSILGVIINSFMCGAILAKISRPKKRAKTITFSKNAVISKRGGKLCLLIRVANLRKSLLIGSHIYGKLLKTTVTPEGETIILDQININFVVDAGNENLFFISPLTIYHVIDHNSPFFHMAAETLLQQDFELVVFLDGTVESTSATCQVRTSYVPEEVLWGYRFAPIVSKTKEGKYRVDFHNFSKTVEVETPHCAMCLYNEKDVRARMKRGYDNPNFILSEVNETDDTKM
# STAT3 activator – IL-6 driven STAT3 reporter potentiators, primary screen, U3A cells, luciferase, luminescence, MLSCN library | IL-6 STAT3-luciferase reporter; 100% = signal with IL-6 EC80 alone | activation (% of control), % at 5.6 µM | 190,000 compounds, 0.91% hits | AID 871, 2007;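 active = activation above the screen-wide mean of compound activation plus 3 SD, cut at about 130% in these data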;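 also: 0% = background luminescence of wells with medium and substrate only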
#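 Material: human STAT1-deficient U3A cells with stable STAT3-luciferase reporter / Probe or stimulus: IL-6 stimulus at 33 ng/mL final / Schedule: 1 h compound pre-exposure, 6 h IL-6 stimulation, 37 °C / Technique: luminescence / Read-out basis: percent of IL-6-only median luminescence / Control set: IL-6-only high control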
# PPARg SRC-2 ag – agonists of PPARg-SRC-2 recruitment, primary screen, biochemical, HTS; Peroxisome proliferator-activated receptor gamma (Homo sapiens), P37231; PPARgamma LBD-SRC-2 recruitment; activation, % at 8 µM; 200,000 compounds, 0.34% hits; AID 1032, 2008; in the data active = activation above about 22%;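 also: 0% = vehicle and 100% = reference agonist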
# TLR4-MyD88 BLA – inhibitors of TLR4-MyD88 association in cells, primary screen, cell-based, HeLa CL3-4, BLA complementation, FRET ratio; inhibition, % at 8.4 µM; 200,000 compounds, 0.18% hits; HeLa CL3-4 TLR4/MyD88 BLA complementation; AID 861, 2007; Toll-like receptor 4 (Homo sapiens) + Myeloid differentiation primary response protein …; in the data active = inhibition above about 25%;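 also: 0% = vehicle and 100% = reference inhibitor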
# STAT1 inh – STAT1 signaling inhibitors, primary screen, cell-based, HTS, luciferase reporter | inhibition, % at 5.5 µM | AID 920, 2007 | 200,000 compounds, 0.35% hits | NIH 3T3 STAT1-luciferase reporter, IFN-gamma, luminescence;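 active = inhibition above a set limit, the mean inhibition across all tested compounds plus 3 SD, cut at about 34% in these data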;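 also: 0% = IFN-gamma with DMSO and 100% = IFN-gamma with 300 µM nifuroxazide; values of inactives mirror those of a sister screen read the other way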
# PPARg SRC3 recr – PPARgamma agonists recruiting SRC-3 coactivator, primary screen, biochemical; biochemical PPARgamma/SRC-3 coactivator recruitment assay; activation, % at 8 µM; 200,000 compounds, 0.26% hits; AID 731, 2007; in the data active = activation above about 23%;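 also: 0% = DMSO and 100% = reference agonist; some compounds past the cut are filed as inactive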
# * hit, by the source's call; . = no result given.
smiles,STAT3 inh,TR-FRET SRC-2 ct,S1P3 antagonist,PPARg SRC1 recr,RAM network inh,ROMK mod,STAT3 activator,PPARg SRC-2 ag,TLR4-MyD88 BLA,STAT1 inh,PPARg SRC3 recr
O=S(=O)(/C=C/c1ccccc1)NCc1ccccc1Cl,0,1582,1,6,0.6,-0.56,98,1,-15,-10,1
O=C(Nc1ccc(SC(F)(F)F)cc1)c1ccccn1,62*,1562,0,9,1.7,-1.8,52,5,13,24,4
CCNc1nc(Oc2ccc(C(=O)OCC)cc2)nc(SC)n1,1,1733,.,1,2.6,.,101,1,-6,1,11
COc1ccc(C(=O)N2CCN(C(=O)c3ccncc3)CC2)cc1,-18,1558,.,-2,1.3,.,114,3,3,-1,7
C=CCn1c(-c2cccc3ccccc23)n[nH]c1=S,20,1764,.,3,0.5,-1,88,11,8,-3,10
COc1ccccc1-c1c(C(F)(F)F)oc2cc(OCC(=O)Nc3cc(C)ccc3C)ccc2c1=O,5,1547,-13,3,3.7,.,93,8,1,9,2
CCCNc1nc2c(c(=O)n(C)c(=O)n2C)n1CCC(C)C,16,1436,-10,5,-1.7,-0.68,88,-5,-3,8,-8
CCOC(=O)c1cnc2ccccc2c1Nc1cccc(C(=O)O)c1,4,1639,1,-1,1.2,0.05,101,-9,2,1,0
CC(=O)N1CCC(O)(c2cccc(C(F)(F)F)c2)CC1,4,1381,-14,1,0.0,.,97,-1,-6,2,-1
COc1ccc(NC(=O)CC2SC3=NCCN3C2=O)cc1 (stereo unspecified),-3,1452,-13,-7,0.7,0.25,106,6,5,5,-3

# Some of the entries so far, field by field:
mol: COc1ccc(C(=O)N2CCN(C(=O)c3ccncc3)CC2)cc1
  STAT3 inh = -18
  TR-FRET SRC-2 ct = 1558
  S1P3 antagonist = .
  PPARg SRC1 recr = -2
  RAM network inh = 1.3
  ROMK mod = .
  STAT3 activator = 114
  PPARg SRC-2 ag = 3
  TLR4-MyD88 BLA = 3
  STAT1 inh = -1
  PPARg SRC3 recr = 7
mol: C=CCn1c(-c2cccc3ccccc23)n[nH]c1=S
  STAT3 inh = 20
  TR-FRET SRC-2 ct = 1764
  S1P3 antagonist = .
  PPARg SRC1 recr = 3
  RAM network inh = 0.5
  ROMK mod = -1
  STAT3 activator = 88
  PPARg SRC-2 ag = 11
  TLR4-MyD88 BLA = 8
  STAT1 inh = -3
  PPARg SRC3 recr = 10
mol: COc1ccccc1-c1c(C(F)(F)F)oc2cc(OCC(=O)Nc3cc(C)ccc3C)ccc2c1=O
  STAT3 inh = 5
  TR-FRET SRC-2 ct = 1547
  S1P3 antagonist = -13
  PPARg SRC1 recr = 3
  RAM network inh = 3.7
  ROMK mod = .
  STAT3 activator = 93
  PPARg SRC-2 ag = 8
  TLR4-MyD88 BLA = 1
  STAT1 inh = 9
  PPARg SRC3 recr = 2
mol: CCCNc1nc2c(c(=O)n(C)c(=O)n2C)n1CCC(C)C
  STAT3 inh = 16
  TR-FRET SRC-2 ct = 1436
  S1P3 antagonist = -10
  PPARg SRC1 recr = 5
  RAM network inh = -1.7
  ROMK mod = -0.68
  STAT3 activator = 88
  PPARg SRC-2 ag = -5
  TLR4-MyD88 BLA = -3
  STAT1 inh = 8
  PPARg SRC3 recr = -8

# Next section
smiles,STAT3 inh,TR-FRET SRC-2 ct,S1P3 antagonist,PPARg SRC1 recr,RAM network inh,ROMK mod,STAT3 activator,PPARg SRC-2 ag,TLR4-MyD88 BLA,STAT1 inh,PPARg SRC3 recr
COC(=O)NNC(=O)c1ccc(Cl)cc1Cl,-4,1493,-8,3,1.8,-0.19,101,-4,-6,0,2
COc1ccc(CC(=O)Nc2cccc(C)n2)cc1OC,12,1509,-4,-4,1.2,0.4,94,-4,-9,-4,-6
O=C(Nc1cccc2ccccc12)N1CCOCC1,3,1580,2,0,0.9,.,101,-2,-14,-3,0
CC1=C(C(=O)Nc2cc(C)ccn2)C(c2ccc(C)cc2)C2=C(CCCC2=O)N1 (stereo unspecified),1,1528,-20,0,-0.9,0.64,101,8,-1,6,1
CCN1CCCC1CNCc1cccc(OC)c1OCc1ccccc1F (stereo unspecified),6,1477,.,6,-0.8,-1.7,98,13,8,5,0
O=C(Nc1ccc(F)cc1F)C1(c2cccs2)CCOCC1,14,1570,5,9,0.0,0.73,97,12,-6,8,-2
Fc1ccc(/C=N/c2c(-c3ccc(F)cc3)nc3n2CCS3)cc1,26,1757,.,1,0.3,.,81,11,1,-2,10
COc1ccc(CCn2c(=O)[nH]c3cc(C(=O)N4CCN(c5ccccn5)CC4)ccc3c2=O)cc1OC,12,1418,-7,-1,1.8,-1.1,99,-3,10,8,-1
Cc1ccccc1NC(=S)NNC(=O)c1csc2c1CCC(C)C2 (stereo unspecified),30,1568,.,-3,1.4,0.44,78,11,-5,8,3
COCC1CCN(Cc2nc(-c3cccs3)no2)C1 (stereo unspecified),5,1636,6,0,0.7,-0.37,101,4,-4,-37,3

# The closing 2 entries of the part above open the next one:
smiles,STAT3 inh,TR-FRET SRC-2 ct,S1P3 antagonist,PPARg SRC1 recr,RAM network inh,ROMK mod,STAT3 activator,PPARg SRC-2 ag,TLR4-MyD88 BLA,STAT1 inh,PPARg SRC3 recr
Cc1ccccc1NC(=S)NNC(=O)c1csc2c1CCC(C)C2 (stereo unspecified),30,1568,.,-3,1.4,0.44,78,11,-5,8,3
COCC1CCN(Cc2nc(-c3cccs3)no2)C1 (stereo unspecified),5,1636,6,0,0.7,-0.37,101,4,-4,-37,3
CCc1ccc(N2C(=O)C3NN=C(C(=O)OCc4ccccc4)C3C2=O)cc1 (stereo unspecified),-7,1520,-4,-1,2.6,-0.093,103,-2,-6,-18,0
COc1cc(Cl)c(C)cc1NC(=O)COc1ccccc1[N+](=O)[O-],-5,1604,.,2,0.6,0.58,110,5,-6,-8,3
CCOC(=O)CSc1nnc(NC(=O)NC(C)C)s1,-2,1313,-7,-2,-0.1,-0.35,105,-2,11,-4,1
C/C(=N\NC(=O)CC#N)C1COc2ccccc2O1 (stereo unspecified),6,1472,-17,7,4.0,0.057,97,4,0,3,7
Cc1cccc(OCc2nnc(SCC(=O)O)n2Cc2ccccc2)c1,4,1599,-4,4,4.1,0.27,101,1,3,-2,-2
Cc1ccc(C)c(NS(=O)(=O)c2cc(C(=O)NCc3ccco3)ccc2C)c1,1,1749,.,2,0.5,-2.1,100,13,-7,-1,17
COc1ccc(S(=O)(=O)N2CCN(CC(=O)Nc3ccc(F)c(F)c3)CC2)cc1,0,1593,8,-2,0.7,.,103,3,9,-3,-11
CCCCCSc1nc(C)c(CC(=O)O)c(=O)[nH]1,1,1498,.,-6,0.5,1.1,103,-6,-5,3,-1
C1CN(c2nc3nonc3n3nnnc23)CCO1,6,1550,-14,10,0.3,1.5,97,6,3,-1,13
Cc1ccc(C(=O)NCCCn2ccnc2)cn1,5,1597,.,11,0.5,0.59,99,0,0,3,-7
O=C(NCc1cccc(Cl)c1)c1cnn2c1NC(c1ccco1)CC2C(F)(F)F (stereo unspecified),5,1432,.,4,3.7,0.62,101,4,0,6,-3
O=C(CSCCc1ccccn1)Nc1ccccn1,-6,1571,1,3,0.7,.,108,-3,-5,-4,-5
O=C(Nc1ccc(S(=O)(=O)N2CCCCC2)cc1)c1ccc(CN2CCOCC2)cc1,83*,1448,.,-8,1.9,.,33,-2,1,12,12
Cc1cc(C)c2c(C)nn(C3CCCCC3)c2n1,4,1361,.,0,-1.0,.,100,0,3,-6,5
CC1=C(C)CC2C(=O)N(c3cccc4ccccc34)C(=O)C2C1 (stereo unspecified),2,1652,-2,6,1.9,.,102,3,-6,5,2
COCCN(Cc1ccccc1)C(=S)Nc1ccc(Cl)cc1,4,1645,4,-2,2.8,6*,99,0,-3,10,6
Cc1cccc(NCC(=O)N/N=C\c2cccc(Oc3ccccc3)c2)c1,-7,1503,-5,1,2.6,0.33,106,4,15,-5,-2
N=C(N)c1ccc(O)cc1,2,1574,5,1,0.4,1.4,100,6,-8,0,0
Cc1ccc(CN2CCNC(=O)C2CC(=O)O)o1 (stereo unspecified),2,1596,-19,-4,-0.9,.,105,-7,9,-7,-10
CC(Oc1ccc(Cl)cc1Cl)c1ccnc(N)n1 (stereo unspecified),6,1726,-12,8,0.5,-0.33,101,8,7,-11,3
O=C(O)Cc1ccc(NCc2ccccc2Cl)cc1,4,1486,-9,6,0.6,0.31,103,3,-8,-19,6
CCOC(=O)Cc1csc(NC(=O)CSc2nnc(-c3ccncc3)n2Cc2ccco2)n1,14,1409,-11,-1,.,.,91,8,-2,8,-5
C/C(=N\NC(=O)C(=O)Nc1cc(Cl)ccc1Cl)c1ccncc1,9,1438,2,-5,0.9,1.6,92,-8,-9,-6,2
Cc1c(C2=CCN(S(=O)(=O)c3ccc(Br)cc3)CC2)c2ccccc2n1C,5,1631,-6,2,4.1,-0.71,94,5,-13,5,-4
Cc1ccc(SC(C)C(=O)NCc2cccnc2)cc1 (stereo unspecified),12,1499,.,-1,-1.2,.,93,-1,-5,1,0
O=C(N/N=C/c1ccccc1OCc1ccccc1Cl)c1cccnc1,18,1712,-14,14,1.8,.,88,7,-5,3,7
Cc1ccc(Nc2nc(Oc3ccc(=O)[nH]n3)nc(N(C)C)n2)cc1,20,1449,-27,-10,1.6,1.9,86,-5,0,10,8
Cc1nn(-c2ccccc2)c(C)c1/C=N/n1c(-c2ccc(C(C)(C)C)cc2)n[nH]c1=S,8,1697,.,-6,4.3,.,103,15,13,-2,-6
Cc1cc(C)cc(N(CC(=O)NCc2ccc3c(c2)OCO3)C(=O)CCC(=O)Nc2ccccn2)c1,21,1730,-24,6,4.1,.,90,4,-9,0,1
Cc1cc(C)c(S(=O)(=O)N2CCCOC2CNC(=O)C(=O)NCCCn2ccnc2)c(C)c1 (stereo unspecified),-9,1465,-4,-2,0.0,0.54,110,-9,7,-9,5
Cc1cccc(NC(=O)NCc2ccccn2)c1,2,1609,.,6,1.6,.,101,1,-7,-2,2
NC(=O)C1(N2CCCCC2)CCN(C(=S)Nc2cc(F)cc(F)c2)CC1,9,1408,11,3,1.4,0.33,100,0,-6,5,-1
Nc1nc(SCC(=O)Nc2cccc(Oc3ccccc3)c2)n[nH]1,-10,1357,4,-4,1.6,.,111,-8,-1,-8,-3
CCCCN=C(C)C1=C(O)CSC1=O,1,1399,-1,4,-0.8,0.25,102,0,-20,-7,12

# Source: PubChem BioAssay (several laboratories)

# This is a random part of the collection (roughly 5.6% active in at least one column).
